From PubChem BioAssay
RXFP1 antag: qHTS Assay for Antagonists of the Relaxin Receptor RXFP1; Relaxin receptor 1 (Homo sapiens), Q9HBX9; HEK293-RXFP1, relaxin-stimulated cAMP HTRF, 30 min; hits give low values; activity change, negative = inhibition, % at 57.5 µM; 350,000 compounds, 0.59% hits; AID 1259400, 2018;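 active means activity change of -60% or lower, but not beyond a set lower limit; inconclusive means change between -60% and -40%, or beyond the set limit; inactive means change above -40%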; further: on the % scale 0 is the no-effect control and ±100 the full control effect
D2 ag: HTS Assay for Allosteric Agonists of the Human D2 Dopamine Receptor: Primary Screen for Agonists; activation, % at 2 µM; 340,000 compounds, 0.53% hits; AID 485358, 2010; D(2) dopamine receptor (Homo sapiens), P14416; HEK293 T-REx D2 cells, calcium flux agonist mode;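 active means activation over 3 SD above normal in the single-dose calcium agonist read, cut at about 30% in these data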; further: 0% is about no effect
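Agonism is scored from calcium flux in a force-coupled, inducible HEK293 cell line expressing D2, read kinetically for 180 s after compound addition against dopamine controls.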
D2 potentiator: HTS Assay for Positive Allosteric Modulators of the Human D2 Dopamine Receptor: Primary Screen for Potentiators | HEK293 T-REx D2, calcium flux, EC20 dopamine potentiation | potentiation, % at 10 µM | D(2) dopamine receptor (Homo sapiens), P14416 | 340,000 compounds, 0.34% hits;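 active means potentiation over 3 SD above the plate norm, cut at about 30% in these data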; further: 0% is about no effect
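Potentiation of an EC20 dopamine calcium response measured kinetically over 180 s, after a preceding 180 s compound-only read flagging agonists. Cells: inducible Hek293 Trex D2 line, 4000/well, cultured overnight at 30 C before dye loading.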
TRHR enhancer: qHTS for Small Molecule Agonists and Allosteric Enhancers of Human TRH Receptor: Primary Screen for Enhancers. Thyrotropin-releasing hormone receptor (Homo sapiens), P34981. TRHR cells, fluo-8 calcium fluorescence, EC20 TRH enhancement. enhancement, % at 2 µM. 360,000 compounds, 0.66% hits. AID 493056, 2011; in the data active means enhancement above about 30%; further: 0% is about no effect
Target sequence (P34981 whole entry, looked up): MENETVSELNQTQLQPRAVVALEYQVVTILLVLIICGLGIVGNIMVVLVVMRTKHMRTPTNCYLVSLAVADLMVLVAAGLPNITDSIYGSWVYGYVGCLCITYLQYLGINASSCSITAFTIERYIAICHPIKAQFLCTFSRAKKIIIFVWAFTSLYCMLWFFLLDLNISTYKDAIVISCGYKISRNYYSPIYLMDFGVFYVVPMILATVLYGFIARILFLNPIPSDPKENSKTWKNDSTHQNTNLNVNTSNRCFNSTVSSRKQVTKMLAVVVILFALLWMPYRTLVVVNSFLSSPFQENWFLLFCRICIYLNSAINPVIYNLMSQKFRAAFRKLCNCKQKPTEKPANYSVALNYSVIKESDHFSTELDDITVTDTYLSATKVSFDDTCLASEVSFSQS
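TRHR-expressing cells loaded with fluo-8 calcium dye were read kinetically (ex 480/em 530) during compound addition, then stimulated with an EC20 of TRH (10 nM final). Enhancement of the Gq-mediated intracellular calcium response was scored.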
RXFP1 agonist: qHTS Assay for Agonists of the Relaxin Receptor RXFP1 | Relaxin receptor 1 (Homo sapiens), Q9HBX9 | HEK293T-RXFP1 cAMP TR-FRET, 30 min; response scale: percent of porcine relaxin response, buffer zero | Potency, µM (doses to about 57.5 µM), inactives show at the top dose activation, most hits filed as activators | 370,000 compounds, 0.3% hits | AID 2676, 2010; active means well fitted activation curve with a large enough effect; inconclusive means small, poorly fitted or top-dose-only effect; further: potency means the concentration at half of the fitted maximal effect; on the % scale 0 is the no-effect control and ±100 the full control effect; nearly all actives have a fitted effect of over 60% in size; many of its hits are not listed in these tables
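HEK293 cells stably expressing RXFP1, treated 30 min at 37C with compounds plus PDE4 inhibitor Ro 20174; cAMP measured by HTRF TR-FRET. Normalized to buffer and 29 nM porcine relaxin; EC50 by Hill fit.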
D2 antagonist: HTS Assay for Allosteric Antagonists of the Human D2 Dopamine Receptor: Primary Screen for Antagonists; D(2) dopamine receptor (Homo sapiens), P14416; HEK293 TREx D2 cells, calcium flux, dopamine EC80; inhibition, % at 10 µM; AID 485344, 2010; 340,000 compounds, 2% hits; in the data active means inhibition above about 30%; further: 0% is about no effect
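Read-out: kinetic calcium fluorescence (1 cycle/s) in inducible HEK293 T-REx D2 cells after an EC80 dopamine addition that followed 180 s compound preincubation. Loss of the dopamine response indicates antagonism.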
D1 ag: Allosteric Agonists of the Human D1 Dopamine Receptor: qHTS. D(1A) dopamine receptor (Homo sapiens), P21728. HEK293 T-REx D1 cells, calcium flux, agonist mode. activation, % at 2 µM. 360,000 compounds, 1% hits. AID 504660, 2011; in the data active means activation above about 30%; further: 0% is about no effect
Target sequence (P21728 whole entry, looked up): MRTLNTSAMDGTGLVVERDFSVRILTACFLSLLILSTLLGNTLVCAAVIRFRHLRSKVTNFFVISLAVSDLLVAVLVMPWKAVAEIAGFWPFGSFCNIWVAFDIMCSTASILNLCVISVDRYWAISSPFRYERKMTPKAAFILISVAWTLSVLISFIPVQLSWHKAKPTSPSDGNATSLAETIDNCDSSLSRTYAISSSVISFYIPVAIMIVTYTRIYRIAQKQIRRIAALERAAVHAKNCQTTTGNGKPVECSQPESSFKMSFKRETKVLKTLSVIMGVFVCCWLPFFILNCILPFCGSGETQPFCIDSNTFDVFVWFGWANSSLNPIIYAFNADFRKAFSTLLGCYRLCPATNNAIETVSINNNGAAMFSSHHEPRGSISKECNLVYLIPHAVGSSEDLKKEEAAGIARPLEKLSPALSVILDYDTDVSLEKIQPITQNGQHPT
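Inducible HEK293 T-REx D1 cells, force-coupled to calcium signalling, were plated at 4000 cells/well with tetracycline and held overnight at 30 C. After no-wash calcium dye loading, compound-evoked calcium rise over 180 s flagged agonists.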
D1 potentiator: Potentiators of Human D1 Dopamine Receptor: qHTS | 360,000 compounds, 0.036% hits | D(1A) dopamine receptor (Homo sapiens), P21728 | potentiation, % at 10 µM | HEK293 TREx D1 cells, calcium flux, dopamine EC20 potentiation; in the data active means potentiation above about 30%; further: 0% is about no effect
D1 antagonist: Antagonist of Human D 1 Dopamine Receptor: qHTS | HEK293 TREx D1 cells, calcium flux, dopamine EC80; hits give low values | activity change, negative = inhibition, % at 10 µM | 360,000 compounds, 3.2% hits | AID 504652, 2011; in the data active means activity change below about -30%; further: on the % scale 0 is the no-effect control and ±100 the full control effect
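Allosteric or orthosteric antagonism assessed as attenuation of the calcium response to EC80 dopamine, added 180 s after compound, in induced HEK293 Trex D1 cells loaded with no-wash calcium dye.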
* hit, by the source's call; ? = inconclusive; . = not tested or not shown. An excerpt; the hit share may differ from the screen's.

SMILES	RXFP1 antag	D2 ag	D2 potentiator	TRHR enhancer	RXFP1 agonist	D2 antagonist	D1 ag	D1 potentiator	D1 antagonist
O=C(COc1ccc(S(=O)(=O)N2CCOCC2)cc1)Nc1ccc(Cl)c(C(F)(F)F)c1	-9	-0.4	-1	9	-0.9%	6	18	-5	-28
CC1CC(C)CN(C(=O)Cn2c(-c3nonc3N)nc3ccccc32)C1 (stereo not drawn)	-1	0.0	12	-7	-0.2%	-17	-1	0	-2
O=c1oc2ccccc2c2oc3cc(O)c(O)cc3c12	-8	-1.8	3	8	7.0%	1	8	-7	-5
Fc1ccc(Nc2nc(-c3cccc(Cl)c3)c3c(n2)-c2ccccc2OC3)cc1	-8	0.5	7	-1	4.6%	.	1	0	1
COc1cc(OC)c(NC(=O)Cn2ncn3c(cc4cc(C)ccc43)c2=O)cc1Cl	-11	-0.4	2	7	0.5%	.	3	-5	-12
COC(=O)C1=C(N)Oc2cc(C)n(CC3CCCO3)c(=O)c2C1c1ccc(Cl)c(Cl)c1 (stereo not drawn)	-28	0.5	13	9	-3.0%	1	5	1	-6
CC(C)c1ccc(NC2CCCN(C(=O)c3cccc(N4CCNC4=O)c3)C2)cc1 (stereo not drawn)	21	-1.2	4	2	-0.9%	-18	-1	1	10
CCOC(=O)c1cnc2c(OC)cccc2c1N1CCN(c2ccc(OC)cc2)CC1	-10	-1.9	13	2	1.5%	-6	4	-2	5
Cc1cc(C)nc(NC(=S)Nc2cccc(F)c2)c1	1	0.4	-8	5	4.5%	-1	3	-3	3
CCN(CC)S(=O)(=O)c1cccc(C(=O)Nc2ccccc2C(=O)N2CCOCC2)c1	16	0.7	26	-5	4.0%	21	4	-1	-2
COc1ccc(CCNC(=O)C/C(C)=N/NC(=O)C2CCCCC2)cc1OC	9	0.0	-1	-7	-0.8%	16	2	-6	-6
Cc1cc(-c2ccccc2)c2c(n1)sc1c(O)cc(=O)[nH]c12	-6	0.6	4	-8	9.2%	1	0	9	3
CCOC(=O)Cn1c(-c2cccnc2Cl)nc2cc(C)c(C)cc21	0	0.8	-3	0	1.5%	-5	2	-5	15
Fc1ccc(OCCCn2ccnc2)cc1	-8	0.2	7	12	-0.5%	-7	2	-1	0
O=C(Nc1cccc(Cl)c1N1CCOCC1)c1cccnc1Cl	-7	-1.3	-6	0	-0.1%	-11	2	1	9
Cc1ccc(CCN2C(=O)CCC2(C)C(=O)NC2CCCC2)cc1 (stereo not drawn)	.	0.0	6	1	0.7%	-6	-4	-2	10
COc1ccc(C(=O)c2c(C(F)(F)F)oc3c2C(=O)c2ccccc2C3=O)cc1OC	2	1.7	5	-14	1.8%	31*	0	4	-5
COc1ccc(-c2nc(CSCC(=O)NC3CCCc4ccccc43)c(C)o2)cc1 (stereo not drawn)	-19	-0.6	-8	6	2.7%	-6	0	2	2
COc1ccc(NC(=O)CSc2nnc(-c3ccncc3)o2)c([N+](=O)[O-])c1	-1	-0.8	-6	-4	1.0%	0	7	-2	-10
CCn1c(C)cc(/C=C2\NC(=O)N(CC(=O)Nc3ccc(F)cc3)C2=O)c1C	-12	.	.	-4	2.3%	.	4	7	-8

12 structures out of the list, arranged by heavy-atom count, low to high:
SMILES	RXFP1 antag	D2 ag	D2 potentiator	TRHR enhancer	RXFP1 agonist	D2 antagonist	D1 ag	D1 potentiator	D1 antagonist
Fc1ccc(OCCCn2ccnc2)cc1	-8	0.2	7	12	-0.5%	-7	2	-1	0
Cc1cc(C)nc(NC(=S)Nc2cccc(F)c2)c1	1	0.4	-8	5	4.5%	-1	3	-3	3
O=c1oc2ccccc2c2oc3cc(O)c(O)cc3c12	-8	-1.8	3	8	7.0%	1	8	-7	-5
Cc1cc(-c2ccccc2)c2c(n1)sc1c(O)cc(=O)[nH]c12	-6	0.6	4	-8	9.2%	1	0	9	3
O=C(Nc1cccc(Cl)c1N1CCOCC1)c1cccnc1Cl	-7	-1.3	-6	0	-0.1%	-11	2	1	9
CCOC(=O)Cn1c(-c2cccnc2Cl)nc2cc(C)c(C)cc21	0	0.8	-3	0	1.5%	-5	2	-5	15
CC1CC(C)CN(C(=O)Cn2c(-c3nonc3N)nc3ccccc32)C1 (stereo not drawn)	-1	0.0	12	-7	-0.2%	-17	-1	0	-2
COc1ccc(NC(=O)CSc2nnc(-c3ccncc3)o2)c([N+](=O)[O-])c1	-1	-0.8	-6	-4	1.0%	0	7	-2	-10
CCn1c(C)cc(/C=C2\NC(=O)N(CC(=O)Nc3ccc(F)cc3)C2=O)c1C	-12	.	.	-4	2.3%	.	4	7	-8
Fc1ccc(Nc2nc(-c3cccc(Cl)c3)c3c(n2)-c2ccccc2OC3)cc1	-8	0.5	7	-1	4.6%	.	1	0	1
COc1ccc(-c2nc(CSCC(=O)NC3CCCc4ccccc43)c(C)o2)cc1 (stereo not drawn)	-19	-0.6	-8	6	2.7%	-6	0	2	2
CCOC(=O)c1cnc2c(OC)cccc2c1N1CCN(c2ccc(OC)cc2)CC1	-10	-1.9	13	2	1.5%	-6	4	-2	5

Next part.
SMILES	RXFP1 antag	D2 ag	D2 potentiator	TRHR enhancer	RXFP1 agonist	D2 antagonist	D1 ag	D1 potentiator	D1 antagonist
COc1ccc(OC)c(C2C(C(C)=O)=C(O)C(=O)N2Cc2cccnc2)c1 (stereo not drawn)	2	.	-2	-4	0.8%	.	1	-1	-4
O=C(NCCCN1CCCC1=O)c1cccc(S(=O)(=O)NCc2ccccc2)c1	-19	-0.4	10	-20	0.1%	13	3	-7	-25
O=C(Nc1cccc2ncccc12)c1ccc(Br)c([N+](=O)[O-])c1	-20	-0.2	.	1	1.8%	-8	4	-4	12
COc1ccc(OC)c(S(=O)(=O)N2CCCCCC2)c1	3	-0.8	7	4	0.4%	-4	0	-1	-8
CCOC(=O)c1cc(-c2ccccc2)sc1NC(=S)Nc1cccc(C)n1	-10	1.2	-10	1	16%	-4	2	2	5
CCCNC(=O)c1ccc(COc2cccc3ccccc23)o1	-1	1.5	9	2	-0.1%	17	1	-3	-8
O=S(=O)(c1cc(Br)c(Cl)s1)N1CCCC1	-4	0.0	16	-3	1.7%	8	4	0	-2
Cc1ccc(CC(=O)N(Cc2nc(-c3ccc(C)cc3)no2)C(C)C)cc1	.	0.8	3	-1	4.4%	.	7	0	-2
CCOC(=O)c1c(-c2cccs2)csc1NC(=O)C(C)(C)C	-23	-0.5	-1	0	0.4%	-15	34*	9	9
CNC(=O)CSc1nc2ccccc2c(=O)n1CCc1ccccc1	4	1.4	-7	-2	3.7%	-6	-3	4	-16
CCn1nnnc1SCC(=O)Nc1nc2ccccc2s1	-21	0.6	1	-2	0.5%	2	0	-4	8
O=C(C[n+]1cccc(CO)c1)Nc1nc2ccccc2s1	-5	0.3	-3	-6	-0.3%	6	8	-3	-9
Cc1nc2ccccc2nc1N1CCCC1	1	-0.4	-23	1	0.7%	13	2	0	17
Cc1ccc(N(Cc2cccs2)C(=O)c2ccc(OC(C)C)cc2)cc1	?	-1.9	12	10	-2.3%	.	27	1	10
Cc1ccc2nc(NCc3ccccc3)c3nnnn3c2c1	5	-0.7	0	-4	22%	.	1	-1	8
CCCCNC(=S)N(C)/N=C/c1ccc(OCC(=O)Nc2c(C)cc(C)cc2C)c(OC)c1	2	1.2	-9	15	2.9%	1	1	-6	0
CCOC(=O)c1c(NC(=O)C2CCCCC2)sc2c1CCN(C(C)C)C2	-30	0.0	-12	9	1.6%	-23	3	-1	56
Cc1c(C)c(C)c2[nH]c(=S)[nH]c2c1C	-9	-0.4	1	-6	?	5	1	1	-10
Cc1[nH]c(C)c(S(=O)(=O)NCc2ccc(OC(C)C)cc2)c1C(=O)N1CCCC1	5	.	5	12	-1.1%	.	2	1	-6
COC(=O)c1[nH]c2cccc(OC)c2c1NC(=O)C(C)N1CCC(C)CC1 (stereo not drawn)	0	0.7	-6	5	-0.6%	-9	1	-4	9
O=C1/C(=C/c2ccc(N3CCOCC3)o2)SC(=Nc2ccccc2)N1CCc1c[nH]c2ccccc12	-81*	6.8	10	-5	2.0%	-7	13	-2	2
COc1ccc(NC(=O)Cc2csc(NC(=O)Nc3ccccc3OC)n2)c(OC)c1	-10	.	.	-10	-0.4%	.	1	-1	-10
COc1ccc(/C=C(\C#N)C(=O)OCC(=O)NCc2ccc(Cl)cc2)cc1	.	.	.	8	0.1%	.	4	-3	3
Cc1cc(C(=O)CN2C(=O)CN(C)C2=O)c(C)n1-c1cccc(S(=O)(=O)N2CCOCC2)c1	-9	2.2	11	13	0.2%	-24	4	1	29
Cc1ccc(Cl)cc1NC(=O)Cn1c(=O)n(CCCS(=O)(=O)C2CCCCC2)c(=O)c2ccccc21	.	-0.3	-6	-10	2.8%	.	2	-3	20
COc1ccc(C)cc1NC(c1nnc(-c2ccccc2)o1)c1ccc(F)cc1Cl (stereo not drawn)	-20	-0.3	-2	6	1.8%	.	2	-5	-20
O=C(CCC(=O)c1ccccc1)Nc1ccccc1OC(F)F	-1	-0.1	-5	-3	2.1%	-26	2	-4	15
